# Screening results from PubChem.
# PfHsp40 yeast = rescue of PfHsp40-mediated yeast toxicity. 0.68% of 340,000 active. S. cerevisiae expressing PfHsp40, growth rescue, ATP luminescence. AID 504582. growth rescue, % at 12.5 µM; in the data active = growth rescue above about 28%, passing the limit was not always enough; inconclusive = no clear call, values can overlap the other calls;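 also: yeast W303a lacking pdr1 and pdr3 grown in galactose medium; growth measured after three days at 30 °C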
# TcdB GH inh = TcdB glycohydrolase inhibition. P18177. TcdB glycohydrolase enzymatic assay, plate reader. inhibition, % at 9.99 µM. 0.24% of 350,000 active. AID 652162; in the data active = inhibition above about 10%
# BoNT A protease = inhibitors of Botulinum neurotoxin A light chain protease. inhibition, % at 10 µM. 0.17% of 360,000 active. multiplex microsphere protease substrate cleavage, flow cytometry; also: plate controls were buffer without enzyme for full effect and enzyme alone for no effect
# BH1578 lux ind = induces V. cholerae light production without autoinducers; 0.16% of 350,000 active; V. cholerae BH1578 lux reporter, luminescence, 6 h; activation, % at 18.7 µM; AID 588436; in the data active = activation mostly above about 9.7%, no sharp cut-off; inconclusive = no clear call, values can overlap the other calls; inactive = mostly below about 3.7%; also: not every result past the cut was called active; inactives centre near 0; reference of the scale not given here
# Yp Topo-I inh = Y. pestis Topo-I inhibition via cleavage products. Y. pestis Topo-I cleavage product accumulation, plate reader. activity, % at 10 µM. 0.064% of 360,000 active. AID 504884; in the data active = activity above about 50%, passing the limit was not always enough; inconclusive = no clear call, values can overlap the other calls; also: inactives centre near 2
# PriA SSB inh = blocks PriA binding to SSB C-terminal tail; AlphaScreen SSBct-PriA binding, biotinylated peptide; inhibition, % at 33 µM; 0.6% of 430,000 active; in the data active = inhibition mostly above about 37%, no sharp cut-off; inactive = mostly below about 20%;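 also: plate controls were negative control peptide for no effect and reference peptide for full effect; strong numbers were not always called active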
# CCHF vOTU inh = blocks the CCHF virus ovarian tumor domain protease; 0.55% of 370,000 active; inhibition, % at 11.5 µM; AID 651958; CCHFV vOTU protease, Pep-AMC fluorescence; in the data active = inhibition above about 30%; also: 0% = vehicle wells with enzyme and 100% = no enzyme wells
# VHR inh abs = inhibitors of human VHR1 phosphatase (DUSP3) | recombinant VHR phosphatase, pNPP absorbance | 0.52% of 290,000 active | inhibition, % at 13.3 µM | AID 1654 | P51452; in the data active = inhibition above about 50%; also: some compounds called inactive have numbers as strong as hits
# Target sequence (P51452 whole entry, looked up): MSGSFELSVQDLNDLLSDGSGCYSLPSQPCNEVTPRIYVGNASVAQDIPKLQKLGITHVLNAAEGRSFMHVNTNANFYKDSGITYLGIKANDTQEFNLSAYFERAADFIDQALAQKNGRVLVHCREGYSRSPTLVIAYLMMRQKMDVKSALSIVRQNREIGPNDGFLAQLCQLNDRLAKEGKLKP
# SARS 3CLpro inh = SARS-CoV 3CLpro protease inhibition. inhibition, % at 6 µM. P0C6X7. 0.14% of 290,000 active. recombinant SARS-CoV 3CLpro, quenched FRET peptide cleavage; in the data active = inhibition above about 12%
# Anthrax LF inh2 = blocks Bacillus anthracis lethal factor protease; P15917; multiplex microsphere protease cleavage assay, LF; inhibition, % at 10 µM; 0.12% of 360,000 active; also: plate controls were buffer without enzyme for full effect and enzyme alone for no effect
# Target sequence (P15917 whole entry, looked up): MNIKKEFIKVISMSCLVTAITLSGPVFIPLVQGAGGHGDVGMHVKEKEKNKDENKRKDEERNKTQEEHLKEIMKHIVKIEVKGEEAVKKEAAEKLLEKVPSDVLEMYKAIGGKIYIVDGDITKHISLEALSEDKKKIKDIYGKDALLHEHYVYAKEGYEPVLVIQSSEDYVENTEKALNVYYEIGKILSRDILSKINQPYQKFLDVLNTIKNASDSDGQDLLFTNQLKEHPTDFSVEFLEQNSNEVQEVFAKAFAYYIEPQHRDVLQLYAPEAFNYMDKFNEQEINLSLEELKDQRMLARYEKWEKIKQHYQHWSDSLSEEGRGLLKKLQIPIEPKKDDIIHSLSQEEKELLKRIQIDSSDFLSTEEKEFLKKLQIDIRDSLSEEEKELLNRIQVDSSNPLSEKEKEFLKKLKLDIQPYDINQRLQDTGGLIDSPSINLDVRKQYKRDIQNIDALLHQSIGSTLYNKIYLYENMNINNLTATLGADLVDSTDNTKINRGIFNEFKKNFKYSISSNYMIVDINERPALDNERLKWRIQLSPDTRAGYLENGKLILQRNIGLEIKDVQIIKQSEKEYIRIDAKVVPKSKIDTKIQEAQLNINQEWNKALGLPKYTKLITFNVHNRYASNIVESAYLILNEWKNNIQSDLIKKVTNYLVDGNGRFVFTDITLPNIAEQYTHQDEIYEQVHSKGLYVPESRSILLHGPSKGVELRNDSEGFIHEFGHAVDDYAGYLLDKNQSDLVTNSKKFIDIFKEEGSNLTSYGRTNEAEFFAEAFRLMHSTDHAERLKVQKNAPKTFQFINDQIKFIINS
# Numbers without * were called inactive; i = inactive; u = inconclusive; x = not tested or not shown; & = joins results of further samples. Rule as the data show it, unless noted: active = inhibition above about 30%; inconclusive = no clear call, values can overlap the other calls; inactive = below that.
SMILES,PfHsp40 yeast,TcdB GH inh,BoNT A protease,BH1578 lux ind,Yp Topo-I inh,PriA SSB inh,CCHF vOTU inh,VHR inh abs,SARS 3CLpro inh,Anthrax LF inh2
Cc1[nH]n(-c2ccccc2)c(=O)c1C=Nc1ccc(S(=O)(=O)Nc2nccs2)cc1,0.4,1.4,0.3,-0.9,-6,3,6,-5,2,-1
CCCC(=O)Nc1cccc(-c2cn3ccsc3n2)c1,-0.2,x,0.4,-0.8,-9,-15,11,-6,-9,-4
O=C1CC(=C(c2ccccc2)c2ccccc2)C(=O)N1CCCN1CCN(c2cccc(Cl)c2)CC1,-0.4,x,0.2,x,35,25,-1,-2,-1,-3
CCCCOc1ccc(NC(=O)CSc2nnnn2C)cc1,15,x,-0.8,i,-1,-9,-14,14,2,-3
N#CCCn1cc(C(=O)Nc2ccccc2Cl)c(-c2ccc(F)cc2)n1,47*,0.2,-1.7,0.8,2,-12,-2,-8,1,-6
CCn1c(/N=C/c2ccccc2O)nc2ccccc21,1.5,-0.1,4.4,-0.8,-2,x,-6,22,4,15
O=C1CC(c2ccccc2)c2cc(O)ccc2O1 (stereo not given),-0.7,-20,-0.8,-1.5,9,-4,2,3,1,0
Cc1ccccc1CS(=O)(=O)Cc1ccc(C(=O)NCC2CCCO2)o1 (stereo not given),-0.1,-0.1,-1.5,-0.7,-2,0,0,3,-2,-5
CC1=C(C(=O)Nc2ccc(C)cc2C)C(c2ccc([N+](=O)[O-])cc2)n2ncnc2N1 (stereo not given),-0.3,x,-0.1,-0.2,-1,2,-6,20,0,0
CC(=O)Nc1cccc(-c2cc(NC(C)=O)c3ncc(-c4cccc(C(F)(F)F)c4)n3c2)c1,x,1.3,-0.4,-0.9,35,x,3,x,x,-2
O=C(NCC1COc2ccccc2O1)c1ccc(Cl)c(S(=O)(=O)N2CCOCC2)c1 (stereo not given),-0.8,0.3,0.6,i,5,-18,-1,x,x,4
O=C(NCc1ccccc1)c1ccc(Cl)cc1[N+](=O)[O-],-1.0,x,-0.7,i,-5,-4,-5,-2,-3,0
OC(CSc1c(Cl)cccc1Cl)CN1CCN(c2ccc(F)cc2)CC1 (stereo not given),-1.8,x,3.2,i,-3,1,9,20,-1,-6
O=C(c1ccc(Oc2ccc(C(F)(F)F)cc2[N+](=O)[O-])cc1)N1CCOCC1,-0.1,0.8,-0.5,3.1,-15,12,-7,14,-1,1
CCN(CC)CCNC(=O)c1cc(Sc2nnc(C)s2)nc2ccccc12,-0.5,x,0.0,i,-3,-26,-4,13,1,3
CC(C)(C)c1ccc(CS(=O)(=O)CC2(O)CCN(C(=O)c3cccc(C(F)(F)F)c3)CC2)cc1,0.5,x,-0.8,-0.7,5,-5,-7,37,0,-6
O=C(COC(=O)CCC1CCCCC1)Nc1ccc(OC(F)F)cc1,1.3,x,-0.9,-11,18,-14,20,-4,4,1
Cc1cccc(OCCOC(=O)c2c(-c3ccccc3)noc2C)c1,3.7,0.5,1.3,-4.0,43,-49,16,-15,2,10
Cc1ccc2nc(C3CCCCC3)c(CC(C)(C)C)n2c1,x,0.6,-0.8,x,x,x,2,x,x,-3
CCCOc1ccc(N2C(=O)CC(NCC(=O)OCC)C2=O)cc1 (stereo not given),x,5.9,-0.7,-0.5,-1,4,2,x,x,20
CN(C)CCNC(=O)c1ccc(-c2nn(C)c(=O)c3ccccc23)cc1,0.0,x,-1.5,-0.7,-8,1,2,33,-4,-4
COc1ccc(N2C(=O)CCC(C(=O)c3ccccc3)=C2C)cc1,-1.6,-3.0,u,-2.6,5,-18,21,21,2,-2
CCCN(Cc1nnc(-c2ccccc2Cl)o1)C(=O)c1oc2ccccc2c1C,3.1,1.2,-0.3,-12,28,-29,17,x,x,-1
COCC(=O)Nc1c(C(=O)N2CCCC2)oc2ccccc12,1.6,1.2,2.4,-1.1,5,2,-13,1,-7,-3
COCCNC(=O)CSc1nccn1Cc1ccc2c(c1)OCO2,0.7,0.1,-0.1,-1.6,-8,4&-3,3,18,6,7
# Continued:
SMILES,PfHsp40 yeast,TcdB GH inh,BoNT A protease,BH1578 lux ind,Yp Topo-I inh,PriA SSB inh,CCHF vOTU inh,VHR inh abs,SARS 3CLpro inh,Anthrax LF inh2
OCCc1ccc(O)c(-n2nc3ccccc3n2)c1,0.4,0.4,0.2,-0.2,-2,-9,11,-12,2,-2
NNc1nc(-c2ccccc2)cc(-c2ccc(Br)cc2)n1,-1.2,-1.1,1.7,i,4,-10,-7,1,-2,-24
C=CCSc1nnc(CCc2ccccc2)n1N,-0.5,0.1,-1.1,0.7,-3,-13,-1,x,x,2
CCSc1nnc(NC(=O)c2nc(S(=O)(=O)Cc3ccc(F)cc3)ncc2Cl)s1,-0.1,-0.1,-0.1,0.2,7,-2,7,-7,0,-1
Cc1ccc(C(=O)Nc2c3c(nn2C(C)(C)C)CS(=O)(=O)C3)cc1C,3.4,x,-1.9,-0.2,5,-5,1,10,-2,-1
Cc1ccc(CN(Cc2cc3cccc(C)c3[nH]c2=O)C(=S)NCCCN(C)C)cc1,-0.1,1.2,1.0,i,6,5,-3,28,2,-1
Cc1csc2c(N3CCN(C(=S)Nc4ccc(C(F)(F)F)cc4)CC3)ncnc12,3.5,-0.6,-1.0,i,-8,-8,11,4,0,-10
O=C(Nc1ccccc1-c1nnc(SCc2ccccc2)o1)c1ccccc1,1.5,x,-2.5,-0.7,22,-12,3,23,3,1
CN(C)c1ccc(/C=N/Nc2nc3ccccc3o2)cc1,0.3,0.6,-3.1,0.8,-11,x,-11,-15,-2,-11
COc1ccc(N(CC(=O)Nc2ccc(C)cc2)S(=O)(=O)c2c(C)noc2C)cc1,0.1,1.1,0.7,-0.5,5,-1,15,11,-3,0
COC(=O)C1=C(O)/C(=C\c2cc(C)n(-c3ccc(F)cc3)c2C)N=C1C,-0.7,-1.5,3.1,-0.3,0,-8,6,12,0,1
CC1(C)c2ccccc2-c2nc3ccccc3cc2C1O (stereo not given),-0.2,3.0,-1.5,-0.5,-4,-1,5,10,-2,-8
O=c1oc2cc(OCc3c(F)c(F)c(F)c(F)c3F)ccc2cc1-c1ccccn1,0.1,-6.1,-1.3,-0.2,-5,1,-3,10,0,2
CNC(=S)Nc1ccc2nc(C)c(C)nc2c1,-0.2,x,-0.8,-0.2,-3,-3,5,20,-3,-18
COc1ccc(C(=O)N2CCN(S(=O)(=O)c3ccc(C)cc3)CC2)cc1S(=O)(=O)N1CCOCC1,-0.4,1.5,-0.1,i,0,-3,1,7,1,-1
S=C(Nc1ccc2nc(-c3ccccn3)c(-c3ccccn3)nc2c1)N1CCCCC1,0.8,x,33*,-0.3,10,-10,x,17,0,9
O=C(CN1CCc2ccccc2C1)Nc1cc(S(=O)(=O)N2CCOCC2)ccc1N1CCOCC1,0.1,0.2,0.4,-0.7,9,7,-4,-1,5,-1
COc1ccc(CNC(N)=O)cc1,0.1,x,0.1,-0.3,-5,-6,-6,x,-2,2
O=C1c2ccccc2C2(c3cc(C(F)(F)F)cc(C(F)(F)F)c3)NCCN12 (stereo not given),0.1,-0.2,-1.0,-0.9,9,7,8,28,4,4
Cn1c2c(c(=O)n(C)c1=O)[C@@H]1c3c(ccc4ccccc34)OC[C@@H]1CO2,1.3,x,0.2,-0.2,6,-22,-6,-2,-1,0
Cn1cccc1C(=O)OCc1ccc(C(C)(C)C)cc1,-0.3,1.9,-6.4,-0.6,19,-11,11,-30,-2,2
CC12CCC(=O)C=C1CCC1C2C(O)CC2(C)C(c3csc(N)n3)CCC12 (stereo not given),1.0,1.3,-0.1,i,21,-3,21,x,x,4
COc1ccc(C2(O)C(=O)Nc3ccc(C)cc32)cc1OC (stereo not given),-1.9,0.4,-0.9,-1.1,8,16,3,x,-1,6
CCC[C@H]1CN(c2ccc(Br)cc2)C(=O)[C@@H]1CC(=O)Nc1ccccc1,x,-4.1,0.0,i,26,x,19,x,x,1
Cc1ccc(S(=O)(=O)NC(=O)c2cc(C)n(CC(c3ccccc3)N(C)C)c2C)cc1 (stereo not given),-0.5,0.6,0.4,x,3,-13,5,-2,-8,-6

# An excerpt from above, reduced to VHR inh abs.
Molecule	VHR inh abs
OCCc1ccc(O)c(-n2nc3ccccc3n2)c1	-12
NNc1nc(-c2ccccc2)cc(-c2ccc(Br)cc2)n1	1

# Next section
SMILES,PfHsp40 yeast,TcdB GH inh,BoNT A protease,BH1578 lux ind,Yp Topo-I inh,PriA SSB inh,CCHF vOTU inh,VHR inh abs,SARS 3CLpro inh,Anthrax LF inh2
COc1cc(C(=O)NCCSc2ccc(Br)cc2)cc(OC)c1OC,x,-0.6,-16,-0.4,9,-28,-9,27,0,-24
COc1cc(OC)cc(-c2sc3ccc(OC)cc3c2-c2ccc(O)cc2)c1,u,0.2,-0.5,i,-7,-9,5,x,x,-8
COC(=O)c1ccc(NC(=O)NCCCl)cc1,0.5,1.0,0.1,-0.2,6,-1,4,9,0,-5
CCOc1ccc(OCCSc2nc(-c3ccccc3)cc(=O)[nH]2)cc1,-0.6,-0.9,-0.2,-0.2,9,-12,11,30,0,-1
O=C(CN1C(=O)C2CC=CCC2C1=O)Nc1ccc(S(=O)(=O)N2CCOCC2)cc1 (stereo not given),-1.4,0.4,0.5,i,11,-5,-13,9,0,4
CCOC(=O)/C=C/C(=O)Nc1ccccc1-c1ccccc1NC(=O)/C=C/C(=O)OCC,0.0,-0.8,-0.5,-0.4,-1,-8,-6,-2,3,-1
Nc1c(C(=O)CSc2nnc(-c3ccccc3F)o2)c(=O)[nH]c(=O)n1C1CC1,-1.0,-0.5,1.6,-0.3,-3,-7,-6,x,x,2
CCNC(=S)N1CCN(c2cccc(C(F)(F)F)c2)CC1,0.2,x,-0.3,-0.2,2,-11,3,10,-1,-2
COc1ccc(S(=O)(=O)N(CC(=O)NC2CC2)C2CCCCC2)cc1Cl,-0.8,x,-2.0,-0.4,9,-5,-8,-15,2,-8
O=C(COc1ccc(Cl)cc1)NCC(=O)N/N=C/c1cccs1,0.2,0.6,0.0,0.4,-2,x,-6,-13,-2,4
COc1ccc(-c2cn(CCC(=O)O)c(C)n2)cc1,-0.5,0.7,0.9,-1.4,1,13,12,x,x,-2
C=CCNC(=S)N(CC=C)C1CCS(=O)(=O)C1 (stereo not given),-0.3,x,-0.5,1.1,-10,1,-1,6,3,-1
COc1ccc(C(=O)/C(C)=N/O)cc1OC,-1.6,0.4,-1.1,-0.5,11,x,0,13,-2,-2
Cc1cc(NC(=O)CSc2nc(-c3cccs3)nc3ccccc23)no1,-0.1,-0.7,0.2,i,10,-10,0,x,x,2
CCCCC(=O)OCC(=O)N1N=C(c2c[nH]c3ccccc23)C(O)C1c1ccc(OC)cc1 (stereo not given),0.7,0.2,-1.7,-1.1,10,3,11,18,4,-6
COc1ccc(S(=O)(=O)Nc2ccc3c(c2)N(C(C)=O)CCC3)cc1,-0.3,-0.5,-2.8,i,-1,-10,4,x,x,2
CC(=C/c1ccco1)/C=N/NC(=O)c1nnn(-c2nonc2N)c1CN(C)C,-0.4,-2.4,-0.9,2.0,1,x,21,8,2,-1
Cc1ccc(C(=O)c2c3ccccc3[n+]([O-])n2CCO)cc1,-0.6,1.5,-0.7,-7.1,-3,-15,8,x,x,-3
Cc1cc(OCc2nnc(SCC(=O)O)n2-c2ccccc2)ccc1Cl,-1.1,-2.4,1.7,1.0,9,-13,13,-10,-3,-5

# Some of the compounds tested, so the mix of outcomes need not match the whole.
